Cneo AK release: Cryptococcus neoformans lysis via adenylate kinase release; C. neoformans lysis, adenylate kinase release luminescence, 4 h; normalised: neutral wells 0, clomiphene wells 100; lysis activity, % at 15 µM; 0.2% of 360,000 active; AID 651654;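 active means mean lysis activity across replicates of at least 80%, whatever share of replicates individually reach that level; inactive means mean lysis activity below 80%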
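Schedule: static 4 h at 37 °C with compound, 1 h detection; system: C. neoformans cells; benchmarks: Clomiphene as positive control; buffer or medium: fresh YPD medium; measure: luminescence rise reflecting yeast cell lysis; measured by: luminescent adenylate kinase detection reagent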
PGC1a acetyl inh: PGC1a acetylation modulation, inhibitor mode | U2OS PGC1a acetylation, AlphaScreen anti-acetyl-lysine; with virally co-expressed GCN5 acetyltransferase | 0.17% of 350,000 active | inhibition, % at 15.6 µM;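 active means every replicate shows inhibition of at least 40%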;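 further: 0% = neutral control wells and 100% = positive control wells; some results beyond the cut were filed as inactive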
Statin myotox sup: protects C2C12 myotubes from simvastatin toxicity; ATP luminescence, 48 h; scaled: DMSO 0, geranylgeraniol control 100; rescue of ATP level, % at 7.49 µM; 0.78% of 330,000 active;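 active means mean ATP rescue above about 67%, or every replicate alone reaching that limit, limit read from the data, passing the limit was not always enough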;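 further: myotubes were challenged with 10 µM simvastatin during compound exposure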
PglD DTNB: inhibitors of Campylobacter jejuni PglD acetyltransferase; purified PglD enzyme, DTNB colorimetric CoA detection; inhibition, % at 12.5 µM; 0.098% of 360,000 active; in the data active means inhibition above about 16%, passing the limit was not always enough; further: strong numbers were not always called active
miR122 inh: blocks miR-122 activity in Huh7 sensor cells; Huh7 miR-122 Renilla luciferase sensor, 48 h; neutral wells = 0, positive control = 100; activation (reporter increase), % at 12.5 µM; 0.3% of 340,000 active;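 active means mean replicate activation score at least 90 and every replicate individually at or above 90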;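 further: higher luciferase means less miR-122 activity so hits act as miR-122 inhibitors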
GSIS activator: GLuc luminescence reporter in INS-1E cells, primary screen for activators of glucose-dependent secretion of insulin. 0.61% of 370,000 active. INS-1E GLuc reporter insulin secretion, 2-3 h. activation, % at 16.6 µM. AID 743287;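 active means lowest replicate activation of at least 40%, so every replicate reaches that level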;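 further: 0% = median of neutral control wells and 100% = median of IBMX positive control wells; some compounds called inactive have numbers as strong as hits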
FN deposition inh: fibronectin deposition inhibition. AH1F fibroblasts, Alexa488-fibronectin deposition fluorescence, overnight. inhibition, % at 12.6 µM. 0.086% of 350,000 active;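 active means mean inhibition across replicates of 30% or more, regardless of how many single replicates reach that level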;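 further: positive control wells lacked labelled fibronectin entirely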
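Assay system: AH1F fibroblast monolayer, labelled fibronectin deposition. Amount: 10000 cells per well. Also added: labelled fibronectin 24 nM. Compound: single-point pinned compound. Incubation: cell attachment 1 h, compound and FN exposure overnight. Detection: fluorescence after three HBSS washes, excitation 485 nm, emission 525 nm. Read-out: inhibition of fibronectin deposition signal.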
CFTR F508del cor: correctors of CFTR F508del function in bronchial epithelial cells; CFBE cells, YFP halide quenching; stimulated with forskolin plus potentiator P3; % fluorescence drop versus neutral controls; activity (quench increase), % at 7.58 µM; 0.36% of 350,000 active; AID 720511;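 active means mean added fluorescence quench of at least 8% versus neutral control, with both replicates also reaching 8%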;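 further: cells transiently co-express mutant CFTR-F508del with the halide-sensitive YFP; corrector assay measuring rescue of mutant channel to the surface after 24 h compound exposure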
An asterisk follows results filed as active; / = no result given; [ ] = dose if it differs, or a comment. Not a hit list; overall some 2.1% were active at least once.

SMILES	Cneo AK release	PGC1a acetyl inh	Statin myotox sup	PglD DTNB	miR122 inh	GSIS activator	FN deposition inh	CFTR F508del cor
O=C(COc1ccccc1)OCC(=O)N1CCCc2ccccc21	0	/	8	2	-3	16	-4	0.5
CN(C(=O)CN1C(=O)NC(C)(CCc2ccccc2)C1=O)c1ccccc1 (stereo unspecified)	/	/	-1	/	/	15	9	-4.1
CCOC(=O)c1ncn2c1CN(C)C(=O)c1cc(F)ccc1-2	-3	17	3	1	2	/	-3	-3.0
Cc1oc(-c2ccccc2Cl)nc1CSCC(=O)O	0	5	-7	2	-12	6	-13	1.0
CCOC(=O)CSc1nc2cccnc2n1-c1ccc(F)cc1	0	7	6	/	-4	/	0	/
CO[C@H](CN(C)C(=O)c1ccccc1F)[C@H](C)CN([C@@H](C)CO)S(=O)(=O)c1ccc(C)cc1	0	0	-3	3	/	9	-2	1.3
Cn1ncc([N+](=O)[O-])c1C(=O)Nc1ccc(Cl)cc1	6	5	-8	3	6	2	16	4.0
CC(C)CC#Cc1ccc2c(c1)O[C@H](CN(C)Cc1ccccn1)[C@@H](C)CN([C@@H](C)CO)S2(=O)=O	-12	-5	-23	-1	32[16.7 µM]	-10	-3	/
N#Cc1ccccc1NC(=S)Nc1ccc(F)cc1	/	1	/	/	/	3	-4	3.4
Cc1ccc(NC(=O)C=NOCC(=O)Nc2cc(C)cc(C)c2)cc1	-1	/	2	-5	/	-14	2	2.0
O=C(NCC(=O)N1CCN(S(=O)(=O)c2ccccc2F)CC1)c1ccc2c(c1)OCO2	5	-12	2	3	-7	8	7	0.3
CC(Sc1nnc(-c2ccccc2F)n1C1CC1)C(N)=O (stereo unspecified)	1	0	6	-2	-6	2	-9	-0.3
COc1ccc(-c2ccc(CN3C(CC(C)C)C(=O)N(Cc4cn(Cc5ccco5)nn4)CCS3(=O)=O)cc2)cc1 (stereo unspecified)	/	6	-2	/	-5	/	0	-1.6
N/C(=N\c1nc2ccccc2o1)NC(=O)c1ccc(F)cc1	-9	-14	83*	-1	4	/	-15	/
CC(C)(O)C#Cc1ccc([C@H]2[C@@H](CO)N3CCCCN(S(C)(=O)=O)C[C@@H]23)cc1	5	-7	-10	-1	-3[16.7 µM]	9	-14	0.3
COc1ccc2c(COC(=O)c3cccc(S(=O)(=O)NCC(C)C)c3)cc(=O)oc2c1	-2	/	15	-4	/	5	-9	-0.4
C=CCn1c(=O)c2ccccc2n2c(SCC(=O)N(C)C)nnc12	1	0	1	6	7	2	-1	2.3
COc1cc(C(=S)N2CCN(C)CC2)ccc1OCC(=O)NCc1ccccc1	/	-11	/	/	0	9	5	2.0
CO[C@@H]1CN(C)C(=O)c2cc(NC(C)=O)ccc2OC[C@@H](C)N(S(=O)(=O)c2cn(C)cn2)C[C@@H]1C	-3	7	-7	1	/	-4	-37	1.7
O=C(Nc1nc(NC(=O)c2ccco2)n(-c2ccccc2)n1)c1ccccc1	0	18	94*	1	7	/	/	/
CN(C)CCN(C(=O)c1ccc2ccccc2c1)c1nc2ccc(F)cc2s1	3	12	0	-2	8	/	/	/
CN(c1ccc(C(=O)Nc2ccc3c(c2)n(C)c(=O)n3C)cc1)S(C)(=O)=O	1	3	-21	-3	5	21	2	0.9
CC(C)(C)n1ncc2c(=O)n(Cc3c(Cl)cccc3Br)cnc21	-4	44	9	-1	-1	-16	5	-0.7
C[C@H](CO)N1C[C@H](C)[C@H](CN(C)S(C)(=O)=O)Oc2ccc(NC(=O)Nc3ccccc3)cc2C1=O	0	-7	-3	-1	-1[16.7 µM]	5	/	-0.5
CC(=O)NCCC(=O)NCC1(N(C)Cc2ccccc2)Cc2ccccc2C1	0	1	4	4	-2	7	-9	0.9
Cc1cccc(-c2nc(C#N)c(N3CCC(C)CC3)o2)c1	1	2	14	-3	-3	10	-2	2.5
CCOC(=O)C1=C(c2ccccc2)O/C(=C(/C(=O)OC)C(F)(F)F)S1	0	12	5	0	-2	2	/	-1.2
CN1CCN(C(=O)C[C@@H]2CC[C@H](NC(=O)Nc3ccccc3F)[C@@H](CO)O2)CC1	3	-6	-6	0	/	-6	-9	1.9
CCCCN(C(=O)c1cnc(C)cn1)c1c(N)n(CCC)c(=O)[nH]c1=O	2	/	-3	-3	/	17	-10	-4.0
COc1ccc(S(=O)(=O)Nc2ccc3c(c2)C(=O)N([C@H](C)CO)C[C@@H](C)[C@@H](CN(C)C(=O)CCCN(C)C)OCCCC[C@@H](C)O3)cc1	0	-5	31	-2	-3[16.7 µM]	27	/	-0.2
COc1ccc(CN(C)C[C@H]2Oc3ccc(NC(=O)CCN4CCOCC4)cc3C(=O)N([C@H](C)CO)C[C@@H]2C)cc1	-2	-3	11	3	-6[16.7 µM]	0	/	1.6
CO[C@@H]1CN(C)C(=O)c2cc(NC(=O)Nc3ccc(Cl)cc3)ccc2OC[C@H](C)N(C(=O)Nc2c(C)noc2C)C[C@H]1C	-2	5	-22	6	-15[16.7 µM]	-24	-4	1.1
Cc1cccc(Cn2cnc3c(nnn3Cc3ccccc3F)c2=O)c1	5	-5	14	0	0	-1	-12	/
CCc1cccc(OCC(=O)Nc2cc(Cl)ccc2-n2cncn2)c1	-1	13	-10	-3	2	-23	12	-5.0
COc1ccc(C(=O)NC(=S)NNC(=O)c2ccc(NC(C)=O)cc2)cc1Br	/	10	-6	/	-4	5	4	-1.4
CC1(C)CC(NCCC(c2ccccc2)c2ccco2)CCO1 (stereo unspecified)	6	3	/	4	12	-9	7	-1.5
CCOC(=O)Cc1nnc(NC(=O)CC)s1	1	4	37	-6	-1	5	/	/
NC(=O)c1c(NC(=O)c2ccccc2)sc2c1CCC2	0	-13	-9	5	5	/	-7	2.6
O=C(COC(=O)CCS(=O)(=O)c1ccc(Cl)cc1)NC1CCCCC1	9	-10	0	6	-3	/	0	/
COc1ccccc1NC(=O)Nc1nc(CC(=O)N2CCN(c3ccc(F)cc3)CC2)cs1	0	-6	12	5	-6	-9	7	-1.9
O=S(=O)(NCc1ccccc1)NCc1ccc(Cl)cc1Cl	-2	21	5	-7	31	11	-4	-1.9
CCC(C(=O)Nc1cccnc1Cl)c1ccccc1 (stereo unspecified)	-2	/	5	2	/	10	-3	-2.9
CCN(CCNC(=O)C1CCN(Cc2nc(-c3cccc(Cl)c3)oc2C)CC1)c1ccccc1	11	-10	-73	-1	-2	/	8	/
CC(C)(C)c1ccc(NC(=S)NCc2cccnc2)cc1	3	-9	-17	0	26	-31	-7	-2.0
COc1ccc(CNCCCNCc2ccc(OC)c(OC)c2)cc1OC	-4	-3	-6	-4	/	10	12	-2.7
CCOC(=O)c1c(-c2ccccc2)cn2ccccc12	-1	-23	-6	0	-5	/	/	/
O=C(NCC1CCCO1)C1CC(c2ccccc2Cl)=NO1 (stereo unspecified)	3	6	8	0	2	3	6	/
Cc1cc(O)cc(=O)n1C	/	7	-1	/	2	28	-4	2.2
C=CCn1c2ccccc2c(=O)c2cc(C#Cc3cc(OC)cc(OC)c3)ccc21	0	-28	-11	8	0	-6	3	1.8
N#CCC(=O)N/N=C/c1cn(Cc2cccc3ccccc23)c2ccccc12	3	-2	-67	5	-6	30	-7	11*
O=C(Cc1ccccc1)NCc1cccnc1	26	12	-1	-6	-2	-6	12	-0.4
Cc1c(C(=O)NCCCN2CCOCC2)sc2ncnc(N3CCN(c4ccccc4)CC3)c12	-4	0	-12	-2	-5	/	/	/
COc1ccc(CNC(=O)COC(=O)CCC(=O)c2cccs2)cc1	1	5	-3	1	0	8	0	0.4
CO[C@@H]1CN(C)C(=O)c2cc(NS(C)(=O)=O)ccc2OC[C@H](C)N(Cc2ccccc2)C[C@H]1C	53	12	-4	-8	-21[16.7 µM]	8	-4	3.4
COc1ccccc1CNC(=O)C[C@@H]1CC[C@@H]2[C@H](COC[C@H](O)CN2C(=O)Nc2ccccc2)O1	0	-5	10	0	-1[16.7 µM]	-14	-8	-2.6
Cc1cc(=O)n2nc(N3CCC(C(=O)NCc4ccccc4)CC3)sc2n1	0	-3	19	4	-2	21	3	1.8
CCc1cc(=O)oc2c(C)c(OC(C)C(=O)NCCCN3CCOCC3)ccc12 (stereo unspecified)	4	-3	2	-3	0	13	1	0.0
Cc1nn(-c2ccccc2)nc1C(=O)Nc1cccc(C(=O)NC2CC2)c1	-1	-18	-3	-6	4	15	-7	0.9
COc1ccc(CNc2oc(C)nc2C#N)cc1	-5	-4	4	-5	-5	/	2	/
COc1ccc(C(=O)Nc2nnc(S(=O)(=O)N3CCC(C)CC3)s2)cc1OC	14	/	3	6	/	11	0	-1.3

Full records as entered above. Order of values: Cneo AK release	PGC1a acetyl inh	Statin myotox sup	PglD DTNB	miR122 inh	GSIS activator	FN deposition inh	CFTR F508del cor
Profile of CCc1cccc(OCC(=O)Nc2cc(Cl)ccc2-n2cncn2)c1 = -1	13	-10	-3	2	-23	12	-5.0
Profile of COc1ccc(CN(C)C[C@H]2Oc3ccc(NC(=O)CCN4CCOCC4)cc3C(=O)N([C@H](C)CO)C[C@@H]2C)cc1 = -2	-3	11	3	-6[16.7 µM]	0	/	1.6
Profile of CC(C)(C)c1ccc(NC(=S)NCc2cccnc2)cc1 = 3	-9	-17	0	26	-31	-7	-2.0
Profile of COc1ccc(CNCCCNCc2ccc(OC)c(OC)c2)cc1OC = -4	-3	-6	-4	/	10	12	-2.7
Profile of CCN(CCNC(=O)C1CCN(Cc2nc(-c3cccc(Cl)c3)oc2C)CC1)c1ccccc1 = 11	-10	-73	-1	-2	/	8	/

Later entries
SMILES	Cneo AK release	PGC1a acetyl inh	Statin myotox sup	PglD DTNB	miR122 inh	GSIS activator	FN deposition inh	CFTR F508del cor
O=C(Nc1ccncc1)c1ccc(Cl)c(S(=O)(=O)N2CCc3ccccc32)c1	7	/	-9	5	/	-18	/	-6.1
CC(C)NC(=O)N(C)C[C@@H]1Oc2c(NC(=O)NC3CCCCC3)cccc2C(=O)N([C@@H](C)CO)C[C@@H]1C	3	11	-17	1	8[16.7 µM]	6	/	0.0
O=C(NNC(=O)c1ccccc1F)c1ccc(-c2ccccc2Cl)o1	-2	0	-5	4	-5	-4	-7	0.2
CCCc1nc2c(o1)CC(CC(C)SCC)CC2=O (stereo unspecified)	-4	-14	14	-1	-6	/	/	/
CC(Oc1cccc(Cl)c1)C(=O)Nc1ccc(S(=O)(=O)NC2=NCCCCC2)cc1 (stereo unspecified)	3	/	12	-1	4	-15	-5	2.8
Cc1cc(S(=O)(=O)Nc2c(C(=O)O)[nH]c3ccccc23)ccc1F	-2	-5	0	5	3	/	2	/
COc1ccc(CC(=O)OCN2C(=O)c3ccccc3C2=O)cc1OC	0	/	8	-9	/	62*	-1	-4.0
COc1cc(/C=C2\SC(=S)N(CC(=O)Nc3cccnc3)C2=O)cc(OC)c1OC	/	1	12	/	-4	-7	/	/
COc1ccc(S(=O)(=O)N2CCN(C(=O)CN3C(=O)NC4(CCCC4)C3=O)CC2)cc1	0	/	2	2	/	8	-4	-1.5
Cn1c2ccccc2c(=O)c2ccc(Cl)cc21	-2	/	-2	-2	-6	37	/	-2.1
O=C(NCC1CCCO1)C(c1cccnc1)N(C(=O)Cc1cccs1)c1ccccc1 (stereo unspecified)	-2	-19	-3	4	3	0	/	-1.6

Single values from above.
Result of `CC(C)NC(=O)N(C)C[C@@H]1Oc2c(NC(=O)NC3CCCCC3)cccc2C(=O)N([C@@H](C)CO)C[C@@H]1C` under Statin myotox sup: -17
Result of `COc1cc(/C=C2\SC(=S)N(CC(=O)Nc3cccnc3)C2=O)cc(OC)c1OC` under Statin myotox sup: 12
